Compound activity: PubChem, Johns Hopkins Ion Channel Center
Kir21 block: inhibitors of mouse Kir2.1 inward-rectifier potassium channel; Inward rectifier potassium channel 2 (Mus musculus), P35561; HEK293-Kir2.1, FluxOR thallium flux fluorescence; active compounds read low; B-score at 10 µM; actives 0.85% (n = 310,000);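 active = fluorescence ratio B-score at or below minus 3 SD of library scores, with starting-brightness B-score within 2 SD, cut at about -4.2 in these data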;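 also: channel flux triggered by added potassium and thallium sulfate stimulus; B-score of peak minus minimum fluorescence over baseline after thallium stimulus; more negative B-score means stronger Kir2.1 block with less thallium influx; some compounds called inactive have numbers as strong as hits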
CHT block: inhibitors of human choline transporter CHT; CHT-expressing cells, membrane potential dye, choline response; active compounds read low; B-score at 10 µM; actives 0.86% (n = 310,000);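 active = B-score over 3 SD under the library average, and starting fluorescence ratio not unusually high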;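 also: choline stimulus applied at its EC90 after an EC20 pre-addition; B-score computed on integrated fluorescence ratio after choline addition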
KCNQ2 block: KCNQ2 potassium channel inhibitors, primary screen, cell-based, CHO-K1, FluxOR thallium flux, B-score (AID 2156); Potassium voltage-gated channel subfamily KQT member 2 (Rattus norvegicus), O88943; 20 min; active compounds read low; B-score at 10 µM; actives 1.1% (n = 310,000);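 active = fluorescence ratio B-score at most minus 3 library SDs, with starting brightness B-score within 2 library SDs, cut at about -5.5 in these data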
Target sequence (O88943 whole entry, looked up): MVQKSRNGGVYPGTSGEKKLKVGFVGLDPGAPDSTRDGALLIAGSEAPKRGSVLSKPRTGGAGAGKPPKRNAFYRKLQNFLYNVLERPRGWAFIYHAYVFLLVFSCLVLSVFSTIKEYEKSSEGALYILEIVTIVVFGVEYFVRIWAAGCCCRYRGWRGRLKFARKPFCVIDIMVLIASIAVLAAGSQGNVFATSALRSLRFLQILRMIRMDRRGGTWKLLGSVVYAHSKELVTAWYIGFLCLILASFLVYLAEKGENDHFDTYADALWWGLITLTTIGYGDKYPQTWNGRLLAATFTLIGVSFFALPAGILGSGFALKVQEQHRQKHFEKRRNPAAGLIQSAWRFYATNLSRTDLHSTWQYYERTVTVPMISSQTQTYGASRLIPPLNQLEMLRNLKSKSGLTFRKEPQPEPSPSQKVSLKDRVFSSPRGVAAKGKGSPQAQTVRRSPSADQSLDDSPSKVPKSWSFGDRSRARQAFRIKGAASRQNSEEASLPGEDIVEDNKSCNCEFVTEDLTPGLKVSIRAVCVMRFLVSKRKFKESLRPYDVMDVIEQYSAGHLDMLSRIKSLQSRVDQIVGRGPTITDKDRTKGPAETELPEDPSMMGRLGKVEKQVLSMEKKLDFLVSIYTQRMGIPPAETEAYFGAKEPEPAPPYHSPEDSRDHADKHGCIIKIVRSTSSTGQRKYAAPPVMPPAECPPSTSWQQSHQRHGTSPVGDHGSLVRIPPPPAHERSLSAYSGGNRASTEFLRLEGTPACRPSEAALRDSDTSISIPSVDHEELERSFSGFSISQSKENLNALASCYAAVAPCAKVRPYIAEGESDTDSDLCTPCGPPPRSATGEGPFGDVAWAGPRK
* hit, by the source's call.

For COc1ccc(CCNCC(=O)Nc2ccc(C)c(Br)c2)cc1OC the results were Kir21 block 0.92, CHT block inactive and KCNQ2 block inactive.
Screening CCn1c(CNC(=O)Cc2ccc(OC)cc2)nnc1SCC(=O)Nc1ccc(C(=O)O)cc1 returned Kir21 block -0.01, CHT block inactive and KCNQ2 block inactive.
`Cc1ccc(CSc2nnc(-c3ccccn3)n2C)cc1` gave Kir21 block 0.08, CHT block inactive and KCNQ2 block inactive.
For NC(=O)c1ccc(-n2nnnc2Oc2ccccc2C(=O)N2CCOCC2)cc1 the results were Kir21 block 0.26, CHT block inactive and KCNQ2 block inactive.
Screening CCNC(=O)CN(Cc1ccccc1)S(=O)(=O)c1ccccc1 returned Kir21 block -2, CHT block inactive and KCNQ2 block inactive.
`O=C(NC1=NCCS1)C1COc2ccccc2O1` (stereo unspecified) gave Kir21 block -1.2, CHT block inactive and KCNQ2 block inactive.
`COc1cc(CN2CCN(C(=O)c3ccc(-c4ccccc4)cc3)CC2)cc(OC)c1OC` gave Kir21 block -1.2, CHT block inactive and KCNQ2 block inactive.
CN1C(=O)/C(=C/c2ccccc2F)Sc2ccc(C(=O)N3CCCC3)cc21 was read as Kir21 block -1.1, CHT block inactive and KCNQ2 block inactive.
For O=C(CN1C(=O)c2cccnc2Oc2ccc(Cl)cc21)N1CCOCC1 the results were Kir21 block 0.44, CHT block inactive and KCNQ2 block inactive.
For O=C(OCc1ccccc1)c1ccc(Br)o1 the results were Kir21 block 0.7, CHT block inactive and KCNQ2 block inactive.

An excerpt from above in order of molecular weight, largest number first.
Screening CCn1c(CNC(=O)Cc2ccc(OC)cc2)nnc1SCC(=O)Nc1ccc(C(=O)O)cc1 returned Kir21 block -0.01, CHT block inactive and KCNQ2 block inactive.
`COc1cc(CN2CCN(C(=O)c3ccc(-c4ccccc4)cc3)CC2)cc(OC)c1OC` gave Kir21 block -1.2, CHT block inactive and KCNQ2 block inactive.
`Cc1ccc(CSc2nnc(-c3ccccn3)n2C)cc1` gave Kir21 block 0.08, CHT block inactive and KCNQ2 block inactive.

Returning to the listing, starting 3 compounds before the break.
CN1C(=O)/C(=C/c2ccccc2F)Sc2ccc(C(=O)N3CCCC3)cc21 was read as Kir21 block -1.1, CHT block inactive and KCNQ2 block inactive.
For O=C(CN1C(=O)c2cccnc2Oc2ccc(Cl)cc21)N1CCOCC1 the results were Kir21 block 0.44, CHT block inactive and KCNQ2 block inactive.
For O=C(OCc1ccccc1)c1ccc(Br)o1 the results were Kir21 block 0.7, CHT block inactive and KCNQ2 block inactive.
`O=c1oc2ccccc2c(O)c1C=NCc1ccccn1` gave Kir21 block 0.06, CHT block inactive and KCNQ2 block inactive.
For CC(=O)NCCC(=O)Nc1nc(-c2ccc3c(c2)OCCO3)cs1 the results were Kir21 block -0.31, CHT block inactive and KCNQ2 block inactive.
For COc1ccc(NC(=O)CSc2nnc(NC(=O)c3ccccc3C(=O)O)s2)cc1 the results were Kir21 block -1, CHT block inactive and KCNQ2 block inactive.
COc1cccc(C2C(C(=O)c3sc(C)nc3C)=C(O)C(=O)N2CCN2CCOCC2)c1OC (stereo unspecified) was read as Kir21 block 0.07, CHT block inactive and KCNQ2 block inactive.
Screening NC(N)=NC1=NC(=O)C(Cc2ccccc2Cl)S1 (stereo unspecified) returned Kir21 block 0.69, CHT block inactive and KCNQ2 block inactive.
`O=C1CCC(=O)N1N1C(=O)C2C3c4ccccc4C(c4ccccc43)C2C1=O` (stereo unspecified) gave Kir21 block 1.1, CHT block inactive and KCNQ2 block inactive.
`COc1ccc(Nc2ccc(N3C(=O)CCCC3=O)cc2[N+](=O)[O-])cc1OC` gave Kir21 block -0.75, CHT block inactive and KCNQ2 block inactive.
`CCC(=O)/C=C1/Sc2ccc(OC)cc2N1CC` gave Kir21 block -0.1, CHT block inactive and KCNQ2 block inactive.
For COc1ccc(CCNC(=O)COC(=O)Cc2cc(OC)c(OC)c(OC)c2)cc1 the results were Kir21 block -1.6, CHT block inactive and KCNQ2 block inactive.
For CCN(CC)CCCNC(=O)c1nn2c(C(F)(F)F)cc(-c3ccccc3)nc2c1Cl the results were Kir21 block 0.33, CHT block inactive and KCNQ2 block inactive.
Screening COc1ccc(NC(=O)c2cccnc2)cc1OCC(C)C returned Kir21 block 0.57, CHT block inactive and KCNQ2 block inactive.
Screening CCc1ccc(C(=O)NC(=S)Nc2ccc3c(c2)OCCO3)cc1 returned Kir21 block 0.51, CHT block inactive and KCNQ2 block inactive.
For CC(C)(C)c1cc(C(=O)N2CCc3ccccc32)ccn1 the results were Kir21 block 0.56, CHT block inactive and KCNQ2 block inactive.
For CCOc1ccc(C(C(=O)NCC2CCCO2)N(C(=O)c2snc(C(N)=O)c2N)c2ccc3c(c2)OCCO3)cc1 (stereo unspecified) the results were Kir21 block 0.15, CHT block inactive and KCNQ2 block inactive.
`Cc1cc2ncc(C(=O)Nc3ccsc3C(=O)O)c(C)n2n1` gave Kir21 block -2, CHT block inactive and KCNQ2 block inactive.
For CN(C)CCCNc1oc(-c2ccccc2)nc1C#N the results were Kir21 block 1.2, CHT block inactive and KCNQ2 block inactive.
`CCCS(=O)(=O)N1CCc2cc(OC)c(OC)cc2C1` gave Kir21 block 0.91, CHT block inactive and KCNQ2 block inactive.
For Cc1c(OC(C)C(=O)NCCN2CCOCC2)ccc2c3c(c(=O)oc12)CCCC3 (stereo unspecified) the results were Kir21 block 0.01, CHT block inactive and KCNQ2 block inactive.
Screening COC(=O)C1=C(COc2ccccc2)NC(=O)NC1c1ccc(Br)cc1 (stereo unspecified) returned Kir21 block 0.23, CHT block inactive and KCNQ2 block inactive.
For Cn1c(=O)c2c(nc(N3CCc4ccccc4C3)n2Cc2ccccc2F)n(C)c1=O the results were Kir21 block 0.19, CHT block inactive and KCNQ2 block inactive.
Screening O=C(COc1ccccc1)N1CCN=C1SCc1ccc(F)cc1 returned Kir21 block -1.1, CHT block inactive and KCNQ2 block inactive.
Screening Cc1ccc(NC(=S)N2CCCCCC2)c(C)c1 returned Kir21 block 0.08, CHT block inactive and KCNQ2 block inactive.
Screening O=C(NCc1ccccc1)c1ccc(Cn2cc(C(F)(F)F)ccc2=O)cc1 returned Kir21 block -0.65, CHT block inactive and KCNQ2 block inactive.
CC(NC(=S)NCCc1ccccc1)C(c1cccs1)N1CCN(C)CC1 (stereo unspecified) was read as Kir21 block -1, CHT block inactive and KCNQ2 block inactive.
Screening CCOC(=O)c1ccc2ncc(C(=O)OCC)c(NCc3ccco3)c2c1 returned Kir21 block -2.3, CHT block inactive and KCNQ2 block inactive.
Screening Cc1ccc(S(=O)(=O)Nc2cccc(-n3cnnn3)c2)cc1 returned Kir21 block 0.36, CHT block inactive and KCNQ2 block inactive.
Screening COc1cc(NC(=O)CN2c3ccccc3CC2C)cc(OC)c1OC (stereo unspecified) returned Kir21 block -0.03, CHT block inactive and KCNQ2 block inactive.
Screening CCCOc1ccc(-c2nnc(-c3ccco3)o2)cc1 returned Kir21 block -3.6, CHT block inactive and KCNQ2 block inactive.
O=C(CSc1nnc(C2CC2)n1Cc1ccccc1)c1ccc(S(=O)(=O)N2CCOCC2)cc1 was read as Kir21 block 0.55, CHT block inactive and KCNQ2 block inactive.
For CCN1C/C(=C/c2ccc(OC)c(O)c2)C(=O)/C(=C/c2ccc(OC)c(O)c2)C1 the results were Kir21 block 2.2, CHT block inactive and KCNQ2 block inactive.
O=C(NC1CCS(=O)(=O)C1)/C(=C/c1ccco1)NC(=O)c1ccccc1 (stereo unspecified) was read as Kir21 block -0.52, CHT block inactive and KCNQ2 block inactive.
O=C(C1CCCN1S(=O)(=O)c1cccc2nsnc12)N1CCN(c2ccccc2)CC1 (stereo unspecified) was read as Kir21 block 1.2, CHT block inactive and KCNQ2 block inactive.
CCOC(=O)c1c(NC(=O)c2ccc(N3C(=O)[C@@H]4[C@H](C3=O)[C@H]3C=C[C@@H]4C3)cc2)sc2c1CCCC2 was read as Kir21 block -2.9, CHT block inactive and KCNQ2 block inactive.
CN1CCN(c2nc(N3CCN(c4ccccc4)CC3)ncc2F)CC1 was read as Kir21 block -1.9, CHT block inactive and KCNQ2 block inactive.
CC(=O)CSc1nc(-c2cccs2)c(C#N)c(=O)[nH]1 was read as Kir21 block -0.08 and KCNQ2 block inactive.
`Cc1ccc(N=c2c([N+](=O)[O-])nn(-c3ccccc3)n2O)c(C)c1` gave Kir21 block -0.69, CHT block inactive and KCNQ2 block inactive.
For Cc1ccc(S(=O)(=O)NC(CC(C)C)C(=O)N2CCCC2)cc1 (stereo unspecified) the results were Kir21 block -0.66, CHT block inactive and KCNQ2 block inactive.
Cc1ccc(O)c(-c2cc(-c3ccc(F)cc3)no2)c1 was read as Kir21 block -0.15, CHT block inactive and KCNQ2 block inactive.
For COc1c(C)cc(S(=O)(=O)NCc2ccccn2)c(C)c1C the results were Kir21 block -0.72, CHT block inactive and KCNQ2 block inactive.
For Cc1ccc(S(=O)(=O)CCC(=O)OCC(=O)N2CCN(S(=O)(=O)c3ccccc3)CC2)cc1 the results were Kir21 block 0.02, CHT block inactive and KCNQ2 block inactive.

Molecules shown so far with a COOH group:
Screening CCn1c(CNC(=O)Cc2ccc(OC)cc2)nnc1SCC(=O)Nc1ccc(C(=O)O)cc1 returned Kir21 block -0.01, CHT block inactive and KCNQ2 block inactive.
For COc1ccc(NC(=O)CSc2nnc(NC(=O)c3ccccc3C(=O)O)s2)cc1 the results were Kir21 block -1, CHT block inactive and KCNQ2 block inactive.
`Cc1cc2ncc(C(=O)Nc3ccsc3C(=O)O)c(C)n2n1` gave Kir21 block -2, CHT block inactive and KCNQ2 block inactive.

New compounds follow:
`Cc1cc(C)n2nc3ccccc3c2n1` gave Kir21 block 0.36, CHT block inactive and KCNQ2 block inactive.
Screening C=C1N(CCCCCC(=O)O)C(=O)OC12CCCCC2 returned Kir21 block 0.42, CHT block inactive and KCNQ2 block inactive.
Screening COc1ccc(Cc2noc(CN(C)CC3(N4CCOCC4)CCCCC3)n2)cc1OC returned Kir21 block 1.5, CHT block inactive and KCNQ2 block inactive.
Screening O=C1c2ccccc2C(=O)N1CCCCCc1nc(-c2ccccc2)no1 returned Kir21 block -1.3, CHT block inactive and KCNQ2 block inactive.
Screening CCC1CCCCN1C(=O)c1sc2nc(C)nc(N(CC)CC)c2c1C (stereo unspecified) returned Kir21 block -0.7, CHT block inactive and KCNQ2 block inactive.
Screening NC(=O)C1(NC(=O)[C@@H]2CC3(CC(c4cccc(NC(=O)c5cc([N+](=O)[O-])cc([N+](=O)[O-])c5)c4)=NO3)CN2C(=O)c2ccccc2)CC1 (stereo partly specified) returned Kir21 block 0.9, CHT block inactive and KCNQ2 block inactive.
COc1ccc(Cc2nn3c(-c4ccccc4Br)nnc3s2)cc1 was read as Kir21 block 1.5, CHT block inactive and KCNQ2 block inactive.
Screening COc1ccc(NC2CCCN(C(=O)C3(C)CCCCC3)C2)cc1 (stereo unspecified) returned Kir21 block -0.4, CHT block inactive and KCNQ2 block inactive.
For O=C(Nc1ccc(N2CCN(Cc3ccccc3Cl)CC2)cc1)c1cccnc1 the results were Kir21 block 0.91, CHT block inactive and KCNQ2 block inactive.
Screening C/C(=N/NC(=O)c1cccs1)c1ccc(NC(=O)COc2ccc(Cl)cc2Cl)cc1 returned Kir21 block -0.05, CHT block inactive and KCNQ2 block inactive.
`CN(C)N1C(=O)CC(N2CCCCC2)C1=O` (stereo unspecified) gave Kir21 block 2.1, CHT block inactive and KCNQ2 block inactive.
CCCc1nnc(NC(=O)CCC(=O)NCc2ccccc2)s1 was read as Kir21 block 0.42, CHT block inactive and KCNQ2 block inactive.
Screening O=C(COCC(=O)N/N=C/c1ccccc1F)N/N=C/c1ccccc1F returned Kir21 block 1, CHT block inactive and KCNQ2 block inactive.
Screening CCN(CC)S(=O)(=O)N1CCC(C(=O)NCC2COc3ccccc3O2)CC1 (stereo unspecified) returned Kir21 block -2, CHT block inactive and KCNQ2 block inactive.
Screening CCOC(=O)C1=C(C)NC(C)=C(C(=O)OCC)C1/C=C/c1ccccc1 returned Kir21 block -0.53, CHT block inactive and KCNQ2 block inactive.
Cc1cc(N)n(-c2nc3ccccc3s2)n1 was read as Kir21 block 0.57, CHT block inactive and KCNQ2 block inactive.
Screening COc1ccc2oc(C(=O)N3CCN(S(=O)(=O)c4cccc([N+](=O)[O-])c4)CC3)c(C)c2c1 returned Kir21 block -1.4, CHT block inactive and KCNQ2 block inactive.
`Cc1[nH]n(-c2ccccc2)c(=O)c1C=NCCc1ccccc1` gave Kir21 block -0.11, CHT block inactive and KCNQ2 block inactive.
Screening O=C(NC1CCCCCC1)c1cccs1 returned Kir21 block 0.07, CHT block inactive and KCNQ2 block inactive.
CC(=O)CCc1ccc2oc(C(=O)O)c(C)c2c1 was read as Kir21 block -0.82, CHT block inactive and KCNQ2 block inactive.
For O=C(NCCC1=CCCCC1)C1CCN(S(=O)(=O)c2ccccc2)CC1 the results were Kir21 block 1.4, CHT block inactive and KCNQ2 block inactive.

Rows were taken by chance; 2.6% or so of the library scored in one or more.
